# Screens as filed in PubChem BioAssay.
# NadD inh – inhibitors of S. aureus NadD, primary screen, biochemical, colorimetric, uHTS; inhibition, % at 20 µM; purified NadD enzyme, colorimetric absorbance read-out; AID 602399, 2012; Nicotinate-nucleotide adenylyltransferase NadD (Staphylococcus aureus N315); 360,000 tested, 0.78% active; in the data active means inhibition above about 26%; further: some compounds past the cut are filed as inactive
# Scp-1 inhibitor – Scp-1 phosphatase inhibitors, primary screen, biochemical, colorimetric, uHTS; Recombinant Scp1, phosphopeptide, malachite green phosphate absorbance; 340,000 tested, 0.88% active; inhibition, % at 20 µM; AID 493091, 2011;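 active means inhibition above about 50% at 20 µM, limit read from the data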;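 further: plate controls were DMSO wells with enzyme for no effect and wells lacking enzyme for full effect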
#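 Times: enzyme reaction 45 min at room temperature, colour 5 min, stabilisation 30 min. Material: SCP-1 catalytic fragment, aa 76-261. Medium: Acidic Tris acetate buffer with magnesium and detergent. Signal: colorimetric free-phosphate detection, absorbance 630 nm. Read-out basis: % inhibition of SCP-1 phosphate liberation. Reagent: Phosphorylated 17-residue peptide substrate.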
# CSN deneddyl inh – inhibitors of CSN-mediated cullin deneddylation, primary screen, biochemical, fluorescence polarization, uHTS; 360,000 tested, 0.38% active; inhibition, % at 12.5 µM; COP9 signalosome complex subunit 5 (Homo sapiens), Q92905; Purified CSN, SCF-Nedd8-OG deneddylation; AID 651999, 2013;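 active means pattern-corrected inhibition above about 35%, with an unprinted fluorescence ratio check between 0.5 and 1.5, limit read from the data, passing the limit was not always enough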;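 further: 0% = enzyme with substrate and 100% = substrate without enzyme; some results filed as inactive read as strong as hits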
# Target sequence (Q92905 whole entry, looked up, one chain of several): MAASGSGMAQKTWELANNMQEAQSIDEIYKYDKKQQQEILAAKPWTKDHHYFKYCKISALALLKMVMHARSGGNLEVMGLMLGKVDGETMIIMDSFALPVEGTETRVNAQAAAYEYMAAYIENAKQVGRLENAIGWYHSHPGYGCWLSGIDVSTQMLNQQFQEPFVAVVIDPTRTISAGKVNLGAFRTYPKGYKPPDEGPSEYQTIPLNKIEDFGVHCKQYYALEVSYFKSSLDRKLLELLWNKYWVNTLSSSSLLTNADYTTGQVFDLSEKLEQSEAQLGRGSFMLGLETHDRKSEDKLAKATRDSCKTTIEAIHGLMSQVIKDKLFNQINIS
#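 assay system = purified human Csn5 enzyme expressed in HEK293T cells | amount = 0.24 nM enzyme | buffer or medium = Tris/NaCl/DTT buffer, pH 7.5 | reagent = 10 nM SCFSkp2-Nedd8OG | compound = one concentration, 12.5 µM, 0.25% DMSO | times = 90 min reaction at room temperature | signal = FP | read-out basis = % inhibition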
# Rpn11 block – Rpn11 (PSMD14) deubiquitinase inhibitors, primary screen, biochemical, fluorescence polarization, uHTS; 26S proteasome non-ATPase regulatory subunit 14 (Homo sapiens), O00487; calls only at 20 µM; AID 588493, 2011; 360,000 tested, 0.59% active; human 26S proteasome, Ub4-pepOG fluorescence polarization; 20S core pre-blocked with epoxomicin;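 active means inhibition at 20 µM, scaled to each plate's controls, above about 33%, limit read from the data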
# STEP block – STEP phosphatase inhibitors, primary screen, biochemical, fluorescence intensity, uHTS | Tyrosine-protein phosphatase non-receptor type 5 (Homo sapiens), P54829 | recombinant STEP, OMFP fluorogenic substrate | inhibition, % at 20 µM | 360,000 tested, 0.25% active | AID 588621, 2011;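 active means inhibition at 20 µM, scaled per plate between control wells, above about 37%, limit read from the data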;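 further: 0% = DMSO with enzyme and substrate and 100% = substrate only without enzyme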
# Target sequence (P54829 whole entry, looked up): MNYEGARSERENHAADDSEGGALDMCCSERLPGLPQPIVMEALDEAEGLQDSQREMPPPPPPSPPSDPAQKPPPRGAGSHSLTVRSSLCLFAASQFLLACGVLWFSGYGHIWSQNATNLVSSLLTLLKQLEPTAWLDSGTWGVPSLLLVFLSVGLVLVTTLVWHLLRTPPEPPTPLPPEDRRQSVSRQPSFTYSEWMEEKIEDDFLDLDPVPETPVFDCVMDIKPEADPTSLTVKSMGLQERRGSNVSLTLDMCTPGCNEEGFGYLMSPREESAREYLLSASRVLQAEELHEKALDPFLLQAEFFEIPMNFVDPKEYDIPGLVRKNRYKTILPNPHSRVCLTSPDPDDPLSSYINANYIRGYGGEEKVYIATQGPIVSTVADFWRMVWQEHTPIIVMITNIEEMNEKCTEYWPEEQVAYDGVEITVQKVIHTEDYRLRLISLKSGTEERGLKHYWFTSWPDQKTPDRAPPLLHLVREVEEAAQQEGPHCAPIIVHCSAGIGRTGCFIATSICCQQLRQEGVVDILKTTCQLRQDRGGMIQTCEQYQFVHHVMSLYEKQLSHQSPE
#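 Assay system: isolated STEP enzyme. Buffer or medium: pH 6.0 Bis-Tris with DTT and Tween 20. Also added: fluorogenic phosphatase substrate OMFP at 25 µM final. Dosing: 20 µM, 1% DMSO. Timing: 20 min reaction, room temperature, in the dark. Measured by: fluorescence intensity, excitation 480 nm, emission 540 nm. Evaluation: normalized % inhibition.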
# DNMT1 block – human DNMT1 methyltransferase inhibitors, primary screen, biochemical, molecular beacon, fluorescence, HinP1I cleavage, uHTS | 360,000 tested, 0.83% active | inhibition (reported as % activation of signal), % at 10 µM | AID 588458, 2011 | DNA (cytosine-5)-methyltransferase 1 (Homo sapiens), P26358; in the data active means inhibition above about 50%
# LMPTP inh – LMPTP phosphatase inhibitors, primary screen, biochemical, fluorescence intensity, uHTS | Low molecular weight phosphotyrosine protein phosphatase (Homo sapiens), P24666 | recombinant LMPTP-A, OMFP fluorogenic substrate | inhibition, % at 20 µM | 360,000 tested, 0.22% active | AID 651560, 2012;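 active means compounds that cut the enzyme signal by at least half of the control window in the single-dose screen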;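 further: plate controls were DMSO wells with enzyme plus substrate for no effect and substrate without enzyme for full effect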
#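 Assay system: LMPTP-A, protein tyrosine phosphatase of low molecular weight / Medium: pH 6.0 Bis-Tris buffer with DTT and Triton X-100 / Schedule: 50 min enzyme reaction at room temperature, protected from light / Measured by: endpoint fluorescence intensity from OMFP dephosphorylation / Read-out basis: % inhibition relative to no-enzyme and uninhibited control wells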
# SUMO1-SIM PPI – modulators of SUMO1 protein-protein interactions, primary screen, biochemical, uHTS; Small ubiquitin-related modifier 1 (Homo sapiens), P63165; SUMO1 binding to a labelled peptide, TR-FRET, 1 h; inhibition, % at 20 µM; 360,000 tested, 0.33% active; AID 602429, 2012; in the data active means inhibition above about 37%
# Target sequence (P63165 whole entry, looked up): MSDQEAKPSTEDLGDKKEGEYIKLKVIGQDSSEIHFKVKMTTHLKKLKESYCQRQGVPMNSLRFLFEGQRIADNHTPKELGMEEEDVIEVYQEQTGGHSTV
# MsrA inhibitor – bovine MsrA enzyme inhibitors, primary screen, biochemical, absorbance, HTS. AID 651718, 2012. inhibition, % at 15.5 µM. Methionine sulfoxide reductase A (Bos taurus). purified bovine MsrA, absorbance read-out. 360,000 tested, 0.75% active; in the data active means inhibition above about 4.5%;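 further: 0% = vehicle wells with enzyme and 100% = reference inhibitor wells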
# Tb MetRS inh – T. brucei MetRS inhibitors, primary screen, biochemical, luminescence; methionyl-tRNA synthetase (Trypanosoma brucei brucei); purified T. brucei MetRS, ATP depletion, Kinase-Glo luminescence; inhibition, % at 11.9 µM; 360,000 tested, 0.4% active; AID 624268, 2012;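 active means inhibition above a per-plate cutoff of the control wells' mean inhibition plus 3 SD, cut at about 5.5% in these data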;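 further: 0% = DMSO wells median and 100% = median of wells with control inhibitor compound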
#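 Test system – parasite MetRS enzyme · Reagent – substrates ATP, L-methionine and bulk Escherichia coli tRNA · Doses – 11.9 µM compound single dose, 0.9% DMSO · Times – 15 min enzyme-compound preincubation, 2 h reaction, 10 min detection, 25 °C · Signal – Kinase-Glo luminescence, ATP depletion format · Controls – DMSO-only wells as low control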
# The depositor's hits bear a star; i = inactive; . = not tested or not shown. Outcome played no part in choosing rows. About 3.9% of those tested had a hit in this group.
# Values run as follows: NadD inh	Scp-1 inhibitor	CSN deneddyl inh	Rpn11 block	STEP block	DNMT1 block	LMPTP inh	SUMO1-SIM PPI	MsrA inhibitor	Tb MetRS inh
- CCOC(=O)[C@H]1[C@H]2COc3ccc(C)cc3[C@@H]2N2C(=O)c3ccc(F)cc3NC(=O)[C@@]12C
  -2.2	7.1	6.3	i	0.7	-1.3	0.5	0.1	0.3	-0.2
- CCOC(=O)N1CCN(C(=O)Nc2ccc3nc(-c4ccccn4)c(-c4ccccn4)nc3c2)CC1
  -2.6	-1.6	-4.0	i	-14.7	0.4	-2.2	-16.9	2.0	-0.2
- N/C(Cc1ccc(Cl)cc1Cl)=N\OC(=O)Cc1ccc(Cl)cc1
  -4.4	-5.1	0.2	i	7.4	3.8	1.6	7.9	-0.8	1.1
- Cc1ccc(S(=O)(=O)Cc2ccc(C(=O)N3CCN(c4ccc(F)cc4)CC3)o2)cc1
  4.6	6.0	2.9	i	-3.2	3.9	0.5	0.2	1.1	-0.5
- CC(=O)/C(=C\N(C)C)Sc1ccc(Cl)cc1
  -0.9	-5.0	-2.4	i	1.5	-0.9	-2.3	-1.9	-0.8	-0.5
- Cc1cc(SCC(=O)OC(C)C(=O)N(C)c2ccccc2)nc2ccccc12 (configuration not stated)
  -4.5	1.0	-2.3	i	1.1	0.4	0.0	-11.3	-0.2	-0.6
- CCOc1ccc(CN2CCC(n3nccc3NC(=O)c3ccccc3OC)CC2)cc1
  -3.7	-1.8	1.9	i	-1.1	-0.9	0.1	-0.6	-0.7	0.0
- COc1ccc(NC(=S)Nc2ccc(OC(F)F)cc2)cn1
  -6.5	-6.9	-6.6	i	-4.8	6.6	-2.7	-3.3	-0.5	-0.6
- Cc1ccc(NC(=O)Cn2cnc3c(cnn3C(C)(C)C)c2=O)cc1
  4.6	-12.7	2.0	i	-3.0	-1.4	-1.5	-2.1	0.2	0.0
- COCC(C)Nc1ncnc2c1cnn2-c1ccc(Cl)cc1 (configuration not stated)
  4.3	-4.2	-4.0	i	1.9	5.6	1.2	2.3	0.1	-1.6
- COCCNC(=O)C1CCN(S(=O)(=O)c2c(C)noc2/C=C/c2cccs2)CC1
  -5.3	-10.6	1.2	i	-4.9	-0.3	-1.1	-29.0	3.9	-0.8
- c1ccc(C2=Nc3cccnc3C(c3ccccc3)=NN2)cc1
  -10.0	-9.1	3.9	i	-2.3	-1.9	-0.4	-6.9	-0.3	1.1
- COc1cccc(NC(=O)Cn2c(=O)n(C)c(=O)c3sc4c(c32)COC(C)(C)C4)c1
  -3.9	-6.5	-0.2	i	2.7	3.5	-0.2	3.6	-0.6	1.1
- COc1ccc(CCNC(=O)c2cc3sccc3n2C)cc1OC
  -5.7	-11.4	-0.7	i	3.5	-6.3	-0.9	-1.5	0.2	0.1
- C=CC[C@@H](CC(=O)N(CCO)Cc1ccccc1)C(=O)N[C@H](C)COC(=O)[C@@H](CC=C)Cc1ccc(F)cc1
  -8.0	-4.4	-0.9	i	0.4	-5.3	-0.5	5.7	-0.8	-0.3
- CCOC(=O)CSc1nc2c(sc(=S)n2Cc2ccco2)c(=O)n1-c1ccccc1
  10.2	-10.8	0.1	i	1.2	-3.1	3.2	-3.7	3.6	-0.5
- COc1ccc(C(=O)N2N=C(c3ccccc3)CC2(O)C(F)(F)F)cc1 (configuration not stated)
  -11.5	-3.7	-4.0	i	3.0	4.9	0.1	2.1	0.0	-0.8
- COC(=O)c1ccccc1NC(=O)C1COc2ccccc2O1 (configuration not stated)
  5.4	-4.8	-4.3	i	1.2	-2.8	0.4	-0.8	0.4	-0.5
- CCOC(=O)c1cccc(NC(=O)CCNS(=O)(=O)c2cc(Br)cnc2N)c1
  -5.6	0.8	-2.9	i	-0.9	1.2	-0.6	-0.1	0.7	0.0
- COc1ccc(S(=O)(=O)N(C)CC(=O)NCCN2CCOCC2)cc1
  -6.7	-5.3	-2.6	i	0.4	1.1	-0.4	2.9	-0.5	-1.0
- O=C(Nc1ccccn1)C1CCN(C(=O)c2ccc(F)cc2)CC1
  -4.9	1.4	-0.9	i	-2.9	0.8	-1.7	2.8	0.8	-0.6
- CCN(C[C@H]1N[C@@](CC)(C(=O)OC)[C@H]2C(=O)N(Cc3ccccc3)C(=O)[C@@H]12)S(=O)(=O)c1ccc(F)cc1
  0.8	4.1	-1.4	i	4.2	-1.6	-0.4	1.4	-0.4	0.5
- Cc1ccc(C(C(=O)NC(C)(C)C)N(Cc2ccc3c(c2)OCO3)C(=O)c2ccc(CN3CCOCC3)o2)o1 (configuration not stated)
  3.8	0.6	-0.8	i	-3.0	-0.4	0.2	0.2	2.1	-0.4
- C/C(CS(=O)(=O)c1ccccc1)=N\O
  3.4	-3.4	-14.1	i	-1.3	0.8	-0.3	-1.5	0.3	1.2
- CCc1nc2ccc(C(=O)Nc3cc(-c4ccccc4)ccc3OC)cn2c1N(CC)CC(=O)N(C)C
  -0.9	.	2.5	i	1.5	-8.9	0.0	0.3	0.9	0.0
- Cc1ccc(CN2CC(C(=O)Nc3ncc(C)s3)CC2=O)cc1 (configuration not stated)
  0.7	50.7*	2.4	i	1.4	5.3	-1.1	0.2	-0.4	-0.3
- Cc1cc(C)c(OCC(=O)OCC(=O)NNC(=O)c2ccccc2F)c(C)c1
  4.7	-6.5	0.5	i	1.5	1.1	-0.4	2.0	0.0	0.3
- N#C/C(=C\c1ccccc1)c1n[nH]c(Cn2cncn2)n1
  4.1	-1.6	0.7	i	-3.0	0.0	-2.8	-9.9	2.2	0.6
- CO/C=C/C#CC1(O)CCN(C)CC1
  5.8	-5.0	-1.0	i	2.4	-1.6	-6.3	-2.6	-0.4	-1.1
- CCOc1cc(/C=C2/C(=O)ON=C2C)cc(Br)c1O
  -4.5	-11.0	9.0	i	0.6	36.2	-3.7	-33.4	5.0*	-1.2
- O=C(Nc1ccc(N=Nc2ccccc2)c(NC(=O)C2CCCO2)c1)C1CCCO1 (configuration not stated)
  -6.8	-9.0	-0.5	i	1.9	-5.6	1.2	-17.7	2.6	-0.3
- C[C@@H]1CC=C[C@@H]2[C@H]1C(=O)N(Cc1ccccc1)[C@H]2c1cccc(Br)c1
  -3.9	1.3	4.5	i	2.9	4.3	2.8	1.4	1.1	-0.6
- Cc1ccccc1CSc1nnc(Cn2c(=O)sc3ccccc32)n1C
  -0.5	10.9	-5.6	i	1.1	-0.8	-0.3	-0.4	-0.1	1.4
- O=[N+]([O-])c1ccc(CSc2nnc(SCc3ccc(Cl)cc3)s2)cc1
  1.1	-8.6	-3.6	i	1.6	5.3	3.0	-0.5	0.3	-0.4
- COc1ccc(C)cc1S(=O)(=O)N(C)CC(=O)NCc1ccccn1
  -7.6	-5.5	-4.9	i	2.6	-1.6	-0.7	3.6	-0.1	0.1
- O=c1ccc(OCCOc2ccccc2)nn1-c1ccccc1
  -1.4	-11.7	-3.2	i	-0.5	8.9	-0.4	-5.8	-0.5	-1.5
- Cc1cccc(OCCCCN2CCNCC2)c1
  -5.4	-9.8	0.3	i	-0.3	-0.6	-2.8	2.1	-0.8	-0.9
- CN(c1cccc(F)c1)c1cc2c(c3c1ccn3C)C1CCC2O1 (configuration not stated)
  -4.7	.	-2.9	i	2.2	-23.2	3.2	-7.2	0.1	-0.2
- COc1ccc(-c2c([C@H]3[C@H]4C=CC[C@@H](C)[C@@H]4C(=O)N3Cc3ccccc3)ccc3ccccc23)cc1OC
  21.8	0.8	0.0	i	1.9	-5.0	3.0	0.1	0.9	0.1
- CCn1cc(Br)c(C(=O)NC(=S)Nc2ccc(C(=O)OC)cc2)n1
  0.7	-10.3	-6.8	i	-0.3	6.1	-1.9	-5.4	-0.6	-0.7
- CC(C)(C)NC(=O)c1cc2c(ccc3ccccc32)oc1=O
  6.4	-9.6	-4.9	i	1.5	3.0	1.5	-34.4	-0.6	-1.4
- CNC(=O)NC(=O)CSc1nc2ccccc2n1CCOC
  3.6	-2.2	-4.0	i	-2.9	5.0	0.0	-2.6	-0.2	0.2
- COc1ccccc1C(CNC(=O)c1ccc(S(=O)(=O)N2CCCCC2)cc1)N(C)C (configuration not stated)
  0.5	0.5	-2.7	i	-0.3	6.7	-1.4	-4.9	0.7	-0.4
- CCOC(=O)Nc1nnc(-c2ccccc2OC)s1
  -1.2	0.5	-0.9	i	0.6	-0.2	-1.2	4.5	1.3	-0.9
- COc1ccc(C)cc1S(=O)(=O)N1CCN(C(=O)c2ncoc2-c2cccc(C)c2)CC1
  1.3	-10.3	-2.4	i	-0.8	0.2	0.3	1.5	-0.7	-0.6
- COc1cccc(NC(=O)CN(C)C(=O)c2cccnc2Nc2cccc(C(F)(F)F)c2)c1
  -6.5	-2.4	-3.4	i	-4.0	-46.7	2.7	0.0	.	0.3
- c1ccc(CNn2nnnc2-c2ccccc2)cc1
  -5.9	2.3	6.2	i	-4.1	-0.1	-0.3	0.8	-1.0	-0.7
- CSc1ccc(/C=C(/NC(=O)c2ccco2)C(=O)NCc2ccco2)cc1
  -2.5	-1.8	0.2	i	2.1	1.1	-0.9	-1.4	6.3*	-0.1
